Source: PubChem (National Center for Advancing Translational Sciences (NCATS))
Epigenetic mod: epigenetic modulators derepressing GFP locus in mouse cells | mouse C127i GFP locus derepression, cytometry, 30 h | actives 0.09% (n = 68,000) | Potency, µM (doses to about 46.1 µM), without a hit: at the top dose GFP derepression (activation) | AID 597; note: % of control where 0% means no effect
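Derepression screen: silenced CMV-GFP reporter in murine C127i cells, 30 h compound incubation at 37 C, washed cells imaged by laser-scanning cytometer to enumerate GFP-expressing objects of 20 to 120 um.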
HBB splicing: hemoglobin beta splicing modulation | HBB splicing reporter cell assay, activation; EGFP reporter with mutant IVS2-654 intron; response scale: normalised to 500 nM splice-correcting PNA | Potency, µM (series often up to 46.1 µM), for the others: at the top dose activation, usual class: activators | actives 0.06% (n = 65,000); note: potency is the fitted concentration of half-maximal effect; 0% is about no effect
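Compounds were applied for 2 days to HeLa EGFP-654 cells, 500/well in Optimem with 2% FCS. The reporter's EGFP is disrupted by mis-splicing of beta-globin intron IVS2-654. Readout: summed well GFP fluorescence from 488 nm laser scanning; reference was 500 nM antisense […] 654 PNA.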
Rhodamine autofl: compound autofluorescence in rhodamine spectral region; Rhodamine-region fluorescence, 547/598 nm, Tris buffer; active compounds read high; max dye-equivalent concentration, M; actives 0.05% (n = 59,000); AID 594; in the data active = max dye-equivalent concentration above about 11 nM; inconclusive = between about 1.1 nM and that limit
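Steps: pin-transfer compounds into pH 8.0 Tris (100 mM), hold 15 min at room temperature, image with a 547/598 nm filter pair, and convert intensities to rhodamine-equivalent concentration using a six-point on-plate rhodamine series.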
Ub-GFP proteasome: proteasome inhibitors stabilizing ubiquitin-GFP reporter | Ubiquitin-GFP reporter cells, proteasome inhibition, GFP fluorescence; response scale: untreated = 0%, 10 µM MG-132 = 100% | Potency, µM (titrated, usually from 45.9 µM), inactives show top-dose activation (GFP accumulation), hits mostly activators | 67,000 tested, under 10 active | AID 526; active = well fitted activation curve with a large enough effect, not every such curve was filed as active; inconclusive = small, poorly fitted or top-dose-only effect, or another doubt; inactive = no such curve, though single readings can be large or run the other way; note: potency is the fitted concentration of half-maximal effect
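U2OS cells expressing ubiquitin(G76V)-GFP, seeded overnight in 0.5% FBS medium, then treated 4 hr at 37 C across 46 uM to 2.9 nM. GFP-positive cells counted by laser cytometry (488 ex/515 em); %activity scaled between basal and 10 uM MG-132.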
Texas Red fluor: compound fluoresces in the Texas Red spectral region; Compound fluorescence, Texas Red channel, 547/618 nm; active compounds read high; actives 0.06% (n = 59,000); max dye-equivalent concentration, M; AID 587; in the data active = max dye-equivalent concentration above about 10 nM; inconclusive = between about 1.1 nM and that limit
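Compound fluorescence was read after 15 min at room temperature in 100 mM Tris, pH 8.0, using 547 nm excitation and 618 nm emission across a concentration series. It was expressed as Texas Red dye-equivalent concentration from an on-plate standard curve.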
4-MU autofl: 4-MU region autofluorescence. actives 11% (n = 59,000). compound autofluorescence, 340/450 nm, 4-MU equivalents; active compounds read high. max dye-equivalent concentration, M; in the data active = max dye-equivalent concentration above about 10 nM; inconclusive = mostly about 1.1 nM to 9.6 nM
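Intrinsic fluorescence at 340/450 nm (ex/em) was read after 15 min at room temperature in pH 8.0, 100 mM Tris. Each compound concentration expressed as 4-MU-equivalent concentration from a six-point 4-MU standard series on each plate.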
Pol III holo inh: inhibitors of bacterial DNA polymerase III holoenzyme. Potency, µM (highest dose often 57.1 µM), inactives show top-dose activity change, negative = inhibition. reconstituted DNA polymerase III holoenzyme replication, biochemical. actives 0.25% (n = 71,000); note: potency is the fitted concentration of half-maximal effect; % is set by controls: 0 for no effect and ±100 for the full control effect
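Reconstituted *E. coli* holoenzyme (0.35 nM Pol III, 1 nM beta, 154 nM SSB, 2 nM primase) was preincubated with compound for 15 min at RT. Synthesis on 1.4 nM ssM13Gori ran 35 min, then was stopped with PicoGreen/EDTA and read as dsDNA fluorescence.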
Fluorescein fluor: compound fluoresces in the fluorescein spectral region. AID 593. max fluorescein-equivalent concentration, M. Compound autofluorescence, 480/540 nm, fluorescein-equivalent; active compounds read high. actives 0.91% (n = 59,000); in the data active = max fluorescein-equivalent concentration above about 10 nM; inconclusive = between about 1.1 nM and that limit
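First, buffer (100 mM Tris, pH 8.0) dispensed; second, compounds and fluorescein standards pinned in; third, 15 min room-temperature incubation; finally, imaging at ex 480 nm/em 540 nm. Fluorescence normalized against the six-point fluorescein curve.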
HADH2 inhib: inhibitors of human HADH2 dehydrogenase. AID 886. Potency, µM (doses to about 57.1 µM), inactives show top-dose activity change, negative = inhibition, most hits filed as inhibitors. recombinant HADH2, NADH fluorescence, beta-hydroxybutyryl-CoA. actives 3.4% (n = 73,000); note: potency is the fitted concentration of half-maximal effect; % is set by controls: 0 for no effect and ±100 for the full control effect; nearly all actives have a fitted effect of over 60% in size; many of its hits are not listed in these tables
Target sequence (Q99714 whole entry, looked up, one chain of several): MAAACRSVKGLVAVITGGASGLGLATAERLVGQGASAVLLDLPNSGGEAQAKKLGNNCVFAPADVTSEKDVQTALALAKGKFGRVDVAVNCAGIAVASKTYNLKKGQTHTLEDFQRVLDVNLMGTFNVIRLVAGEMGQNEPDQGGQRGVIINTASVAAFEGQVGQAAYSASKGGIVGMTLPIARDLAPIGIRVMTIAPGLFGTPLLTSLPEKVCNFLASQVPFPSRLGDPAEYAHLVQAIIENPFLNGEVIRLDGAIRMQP
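His-tagged recombinant enzyme from E. coli, 20 nM, preincubated 15 min RT with compound; reaction started with 1 mM NAD+ and 90 uM beta-hydroxybutyryl-CoA in 100 mM Tris-HCl pH 9.0. NADH fluorescence (ex 360/em 450) read over 4 min; last-minus-first difference.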
15-hLO inh: blocks human 15-lipoxygenase activity | P16050 | purified 15hLO-1, xylenol orange hydroperoxide absorbance | Potency, µM (series often up to 57.1 µM), for the others: at the top dose activity change, negative = inhibition, actives largely listed as inhibitors | actives 1.4% (n = 74,000) | AID 887; note: potency is the fitted concentration of half-maximal effect; % is set by controls: 0 for no effect and ±100 for the full control effect; nearly all actives have a fitted effect of over 55% in size
Target sequence (P16050 whole entry, looked up): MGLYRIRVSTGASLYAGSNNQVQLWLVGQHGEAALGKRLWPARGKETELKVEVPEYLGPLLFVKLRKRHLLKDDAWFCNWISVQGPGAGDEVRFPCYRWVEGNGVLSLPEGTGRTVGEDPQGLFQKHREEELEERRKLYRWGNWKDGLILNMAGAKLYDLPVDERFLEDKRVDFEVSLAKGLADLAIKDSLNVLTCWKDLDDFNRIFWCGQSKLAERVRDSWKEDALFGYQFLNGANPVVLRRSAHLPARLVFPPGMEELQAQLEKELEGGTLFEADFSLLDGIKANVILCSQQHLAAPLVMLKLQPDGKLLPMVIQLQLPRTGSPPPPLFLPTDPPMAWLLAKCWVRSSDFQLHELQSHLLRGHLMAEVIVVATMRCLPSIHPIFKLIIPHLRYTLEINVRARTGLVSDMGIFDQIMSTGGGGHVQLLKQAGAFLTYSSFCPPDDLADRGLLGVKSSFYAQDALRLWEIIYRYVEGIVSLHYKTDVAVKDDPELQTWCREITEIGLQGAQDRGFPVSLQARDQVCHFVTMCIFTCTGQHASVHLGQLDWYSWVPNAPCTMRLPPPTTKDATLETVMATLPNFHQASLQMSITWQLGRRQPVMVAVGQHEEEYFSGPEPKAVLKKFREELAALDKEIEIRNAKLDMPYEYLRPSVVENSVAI
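Compounds were preincubated 15 min at room temperature with 40 nM purified human enzyme (25 mM Hepes pH 7.5, 0.01% Triton X-100); 50 uM arachidonic acid reacted 6 min. Fe-xylenol orange detection, 30 min, absorbance ratio 573/405 nm.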
Hsp90 Hop PPI: changes Hsp90-Hop TPR2A binding signal, up or down | AlphaScreen TPR2A-His6 binding biotin-Hsp90 C-terminal peptide | Potency, µM (highest dose often 57 µM), for the others: at the highest dose activity change, negative = inhibition | actives 0.44% (n = 71,000) | AID 595; active = well fitted curve in either direction with a large enough effect; inconclusive = small, poorly fitted or top-dose-only effect, or another doubt; note: potency is the fitted concentration of half-maximal effect; % is set by controls: 0 for no effect and ±100 for the full control effect; many of its hits are not listed in these tables
* = called active by the depositor; [ ] = dose if it differs, or a comment. Unless noted, calls come from the whole dose curve; as a rule, active = well fitted curve in the direction sought with a large enough effect; inconclusive = small, poorly fitted or top-dose-only effect, or another doubt; inactive = no such curve, though single readings can be large; an effect the other way counts as inactive or inconclusive.

How did CN(C)C(=O)c1ccc(-c2ccc3ncnc(N4CCOCC4)c3c2)cc1 do in these assays?
Epigenetic mod: -1%[9.22 µM]; HBB splicing: 0.5%; Rhodamine autofl: inactive; Ub-GFP proteasome: 7%; Texas Red fluor: inactive; 4-MU autofl: inactive; Pol III holo inh: 0%; Fluorescein fluor: inactive; HADH2 inhib: inconclusive; 15-hLO inh: 9%; Hsp90 Hop PPI: -4%

How did Cc1ccccc1NC(=O)CSC(N)=O do in these assays?
Epigenetic mod: 2%; HBB splicing: -1.9%; Rhodamine autofl: inactive; Ub-GFP proteasome: -9%; Texas Red fluor: inactive; 4-MU autofl: inactive; Pol III holo inh: 0%; Fluorescein fluor: inactive; HADH2 inhib: inconclusive; 15-hLO inh: -6%; Hsp90 Hop PPI: 5%

How did CCOc1cc(-c2nc(-c3ccccc3OC)no2)cc(OCC)c1OCC do in these assays?
Epigenetic mod: -2%; HBB splicing: 0.1%; Rhodamine autofl: inactive; Ub-GFP proteasome: 0%; Texas Red fluor: inactive; 4-MU autofl: inactive; Pol III holo inh: 1%; Fluorescein fluor: inactive; HADH2 inhib: inconclusive; 15-hLO inh: -6%; Hsp90 Hop PPI: -6%

What do the screens show for `C[N+](C)(CCCCCC[N+](C)(C)CCCN1C(=O)c2cccc3cccc(c23)C1=O)CCCN1C(=O)c2cccc3cccc(c23)C1=O`?
Epigenetic mod: -2%; HBB splicing: 1.3%; Rhodamine autofl: inactive; Ub-GFP proteasome: -3%; Texas Red fluor: inactive; 4-MU autofl: 2.6e-07M*; Pol III holo inh: 16µM*; Fluorescein fluor: inconclusive; HADH2 inhib: inconclusive; 15-hLO inh: -29%; Hsp90 Hop PPI: -3%

How did O=C1CC(c2ccc(Cl)cc2)n2nc(N3C(=O)c4ccccc4C3=O)nc2N1 (stereo unspecified) do in these assays?
Epigenetic mod: 1%; HBB splicing: -0.2%[57.5 µM]; Rhodamine autofl: inactive; Ub-GFP proteasome: 0%; Texas Red fluor: inconclusive; 4-MU autofl: inactive; Pol III holo inh: -3%; Fluorescein fluor: inconclusive; HADH2 inhib: -10%; 15-hLO inh: 1%; Hsp90 Hop PPI: -2%

Results for CCSc1sccc1C1C(C#N)=C(N)N(c2cccnc2)C2=C1C(=O)CC(C)(C)C2 (stereo unspecified) ?
Epigenetic mod: 0%; HBB splicing: -0.2%; Ub-GFP proteasome: -8%; Pol III holo inh: -8%; HADH2 inhib: -7%; 15-hLO inh: -13%; Hsp90 Hop PPI: -3%

How did Cc1cc(C(=O)Nc2ccccc2C(F)(F)F)no1 do in these assays?
Epigenetic mod: 0%; HBB splicing: -0.2%; Rhodamine autofl: inactive; Ub-GFP proteasome: 5%; Texas Red fluor: inactive; 4-MU autofl: inactive; Pol III holo inh: 1%; Fluorescein fluor: inactive; HADH2 inhib: -1%; 15-hLO inh: 5%; Hsp90 Hop PPI: -10%

How did O=C(COC(=O)C1CC(=O)N(c2ccccc2)C1)c1ccccc1 (stereo unspecified) do in these assays?
HBB splicing: 1.1%; Ub-GFP proteasome: -1%; Pol III holo inh: -7%; HADH2 inhib: 7%; 15-hLO inh: 6%; Hsp90 Hop PPI: 0%

What do the screens show for `O[C@@H](c1cc(C(F)(F)F)nc2c(Cl)cc(Cl)cc12)[C@@H]1CCCCN1`?
Epigenetic mod: 6%[9.22 µM]; HBB splicing: -0.4%[9.22 µM]; Rhodamine autofl: inactive; Ub-GFP proteasome: 3%[9.17 µM]; Texas Red fluor: inactive; 4-MU autofl: inactive; Pol III holo inh: -3%[11.4 µM]; Fluorescein fluor: inactive; HADH2 inhib: 6%[11.4 µM]; 15-hLO inh: -3%[11.4 µM]; Hsp90 Hop PPI: 0%[11 µM]

Results for CCCSCCCNC(=O)Cn1cc2c(n1)CCC(C)C2 (stereo unspecified) ?
Epigenetic mod: 0%; HBB splicing: 0.0%; Ub-GFP proteasome: -9%; Pol III holo inh: 0%; HADH2 inhib: -1%; 15-hLO inh: 11%; Hsp90 Hop PPI: -1%

Results for Cc1[nH]nc(-c2ccc(O)cc2O)c1Oc1ccccc1 ?
Epigenetic mod: -2%[20.6 µM]; Rhodamine autofl: inactive; Texas Red fluor: inactive; 4-MU autofl: inactive; Fluorescein fluor: inactive

What do the screens show for `O=C(CC1NCCNC1=O)Nc1ccc(Oc2ccccc2)cc1` (stereo unspecified)?
Epigenetic mod: 0%; HBB splicing: -0.3%; Rhodamine autofl: inactive; Ub-GFP proteasome: -3%; Texas Red fluor: inactive; 4-MU autofl: inactive; Pol III holo inh: -3%; Fluorescein fluor: inactive; HADH2 inhib: 11%; 15-hLO inh: -4%; Hsp90 Hop PPI: -2%

How did O=C(O)CCCc1ccccc1 do in these assays?
Epigenetic mod: 0%[20.6 µM]; Rhodamine autofl: inactive; Texas Red fluor: inactive; 4-MU autofl: inactive; Fluorescein fluor: inactive

Results for Cn1c(=O)c2c3c(sc2n2c(SCC(N)=O)nnc12)CC(C(C)(C)C)CC3 (stereo unspecified) ?
Epigenetic mod: 10%[20.6 µM]; Rhodamine autofl: inactive; Texas Red fluor: inactive; 4-MU autofl: inactive; Fluorescein fluor: inconclusive

Results for COc1ccc(C(c2sc3nc(C)nn3c2O)N2CCc3ccccc3C2)cc1 (stereo unspecified) ?
HBB splicing: -0.9%; Ub-GFP proteasome: 9%; Pol III holo inh: -4%; HADH2 inhib: -4%; 15-hLO inh: -4%; Hsp90 Hop PPI: 4%

How did O=C(COC(=O)c1ccc2c(c1)OCCO2)NCc1ccccc1 do in these assays?
Epigenetic mod: 1%; HBB splicing: 0.8%; Rhodamine autofl: inactive; Ub-GFP proteasome: 0%; Texas Red fluor: inactive; 4-MU autofl: inactive; Pol III holo inh: -5%; Fluorescein fluor: inactive; HADH2 inhib: -11%; 15-hLO inh: 18%; Hsp90 Hop PPI: 1%

What do the screens show for `COc1ccc(OC)c(NC(=O)C2CCCN2C(=O)OCc2ccccc2)c1` (stereo unspecified)?
Epigenetic mod: 2%; HBB splicing: -0.3%; Rhodamine autofl: inactive; Ub-GFP proteasome: -1%; Texas Red fluor: inactive; 4-MU autofl: inactive; Pol III holo inh: -4%; Fluorescein fluor: inactive; HADH2 inhib: 11%; 15-hLO inh: 6%; Hsp90 Hop PPI: 1%

How did CCOC(=O)c1cccc(NS(=O)(=O)c2c(C)[nH]c(=O)[nH]c2=O)c1 do in these assays?
Epigenetic mod: -1%; HBB splicing: -0.6%; Rhodamine autofl: inactive; Ub-GFP proteasome: -5%; Texas Red fluor: inactive; 4-MU autofl: inactive; Pol III holo inh: -5%; Fluorescein fluor: inactive; HADH2 inhib: -2%; 15-hLO inh: 3%; Hsp90 Hop PPI: -4%

How did C=CCn1c(Sc2nnc(C)s2)nc2c1c(=O)[nH]c(=O)n2C do in these assays?
Epigenetic mod: -2%; Rhodamine autofl: inactive; Ub-GFP proteasome: -3%; Texas Red fluor: inactive; 4-MU autofl: inactive; Pol III holo inh: -5%; Fluorescein fluor: inactive; HADH2 inhib: -21%; 15-hLO inh: 6%; Hsp90 Hop PPI: 0%

Results for COc1ccccc1OCCCc1c(C)n[nH]c1C ?
Epigenetic mod: -2%; HBB splicing: 0.8%; Ub-GFP proteasome: 28%; Pol III holo inh: -1%; HADH2 inhib: inconclusive; 15-hLO inh: 6%; Hsp90 Hop PPI: -2%

What do the screens show for `COc1cc(NS(=O)(=O)c2ccc3c(c2)oc(=O)n3C)cc(OC)c1OC`?
HBB splicing: -0.1%; Ub-GFP proteasome: -4%; Pol III holo inh: -2%; HADH2 inhib: 0%; 15-hLO inh: -1%; Hsp90 Hop PPI: -6%

How did O=C(NC1CC1)C1CCN(c2ccc(S(=O)(=O)N3CCOCC3)cc2)CC1 do in these assays?
Epigenetic mod: 1%; HBB splicing: 0.5%[57.5 µM]; Rhodamine autofl: inactive; Ub-GFP proteasome: 4%; Texas Red fluor: inactive; 4-MU autofl: inactive; Pol III holo inh: -3%; Fluorescein fluor: inactive; HADH2 inhib: 5%; 15-hLO inh: 8%; Hsp90 Hop PPI: -2%

An excerpt (hit frequency here may not be typical).
